# From PubChem
# PLK1 PBD inh: PLK1 (human) polo-box domain binding inhibition; Plk1 PBD binding of FITC phosphopeptide, fluorescence polarization; Potency, µM, for the others: max response, negative = inhibition, actives largely listed as inhibitors; hit rate 2.8% among 360,000; AID 720504; note: potency is the fitted concentration of half-maximal effect; series mostly up to about 57 µM; % is set by controls: 0 for no effect and ±100 for the full control effect; nearly all actives have a fitted effect of over 65% in size
# Target sequence (P53350 whole entry, looked up, the tested form may be a part): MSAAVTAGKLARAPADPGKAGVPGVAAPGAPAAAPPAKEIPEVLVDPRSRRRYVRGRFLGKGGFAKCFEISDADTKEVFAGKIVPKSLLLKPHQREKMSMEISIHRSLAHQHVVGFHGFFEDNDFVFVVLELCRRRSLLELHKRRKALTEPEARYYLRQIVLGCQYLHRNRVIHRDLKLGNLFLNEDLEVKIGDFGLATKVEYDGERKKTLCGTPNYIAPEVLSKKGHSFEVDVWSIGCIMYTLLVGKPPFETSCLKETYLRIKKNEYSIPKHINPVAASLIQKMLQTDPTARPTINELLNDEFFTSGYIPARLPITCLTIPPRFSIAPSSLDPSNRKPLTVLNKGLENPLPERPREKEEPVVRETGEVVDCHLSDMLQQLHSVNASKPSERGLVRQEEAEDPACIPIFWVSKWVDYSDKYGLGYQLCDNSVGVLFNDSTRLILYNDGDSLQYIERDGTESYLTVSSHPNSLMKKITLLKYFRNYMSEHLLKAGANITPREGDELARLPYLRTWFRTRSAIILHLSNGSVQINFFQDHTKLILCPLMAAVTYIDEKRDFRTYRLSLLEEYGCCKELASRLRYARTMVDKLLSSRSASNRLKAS
# CCT chaperon mod: changes cytosolic chaperonin activity; hit rate 0.3% among 360,000; activity change, % (test concentration not listed), hits read low; AID 651819; purified chaperonin ATPase assay, HTRF ADP detection, 30 min; in the data active = activity change below about -30%; note: % is set by controls: 0 for no effect and ±100 for the full control effect
#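 TRiC at 40 or 20 nM final (batch-dependent) in 30 mM Tris pH 7.4, 100 mM KCl, 5 mM MgCl2, 1 mM DTT, with compound at single 76 uM and 10 uM ATP, 30 min at 37 deg C. ADP detected by HTRF Transcreener, 665/615 ratio.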
# EPAC1 agonist: EPAC1 (human) agonism; O95398; AID 720707; EPAC1 agonist qHTS, biochemical assay; response scale: 100% = response to 6.5 mM cAMP; Potency, µM (doses to about 154 µM), for the others: at the highest dose activation, actives largely listed as activators; hit rate 0.073% among 360,000; note: potency is the fitted concentration of half-maximal effect; nearly all actives have a fitted effect of over 60% in size
#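 EPAC1 100 nM, Rap1B–BODIPY-GDP 250 nM, unlabeled GDP 50 uM; compound titration; 5 min RT; kinetic read ex480/em540 at 5-min intervals ×30 min; data normalized to 6.5 mM cAMP agonist control.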
# EPAC2 agonist: agonists of human EPAC2 (RAPGEF4). Q8WZA2. EPAC2 activation, biochemical qHTS; response scale: 100% = 6.5 mM cAMP response. Potency, µM (doses to about 154 µM), inactives show at the highest dose activation, actives largely listed as activators. hit rate 0.079% among 360,000; note: potency is the fitted concentration of half-maximal effect; nearly all actives have a fitted effect of over 50% in size
#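 In this primary screen, activation is scored as increased exchange of BODIPY-GDP from Rap1B by 100 nM EPAC2, with 50 uM GDP as competitor. Signal is normalized to the 6.5 mM cAMP agonist control.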
# IL-2 act: activates IL-2 in a cell-based reporter assay; IL-2 activation reporter assay, cell-based qHTS; stimulated with anti-CD3/CD4/CD28 beads; in transgenic mouse T cells; activation, % (series mostly up to about 46 µM); hit rate 0.065% among 360,000; in the data active = activation above about 50%; inconclusive = mostly about 30% to 49%; note: 0% is about no effect
#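 Unstimulated transgenic mouse T cells preincubated 60 min with compound, then stimulated with anti-CD3/anti-CD4-coated beads plus anti-CD28 for 18 h at 37 degrees C. IL-2 response read as EGFP and DsRed fluorescence by plate cytometry.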
# WRN inhibitor: WRN helicase (human) inhibition; Potency, µM (titrated, usually from 114 µM), for inactives: top-dose activity change, negative = inhibition, hits mostly inhibitors; hit rate 0.46% among 360,000; WRN helicase unwinding, fluorescent forked duplex, kinetic; Q14191; note: potency is the fitted concentration of half-maximal effect; % is set by controls: 0 for no effect and ±100 for the full control effect; nearly all actives have a fitted effect of over 55% in size
#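 Screening of the MLSMR collection measured strand separation of a quenched forked DNA duplex (100 nM) by 20 nM WRN with 2 mM ATP, all final. Compounds were preincubated with enzyme 15 min at room temperature.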
# EPAC1 antagonist: blocks human EPAC1 exchange factor; O95398; EPAC1 GEF assay, Rap1b-BODIPY-GDP exchange fluorescence; Potency, µM (highest dose often 115 µM), without a hit: top-dose activity change, negative = inhibition, actives largely listed as inhibitors; hit rate 0.14% among 360,000; AID 720709;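 note: potency is the fitted concentration of half-maximal effect; plate controls were vehicle for no effect and positive control for full effect; nearly all actives have a fitted effect of over 50% in size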
# PI5P4Ka inh: inhibitors of human PI5P4K alpha; P48426; PI5P4Kalpha enzyme, ADP-Glo luminescence, 60 min; stronger effect = lower value; max response, %; hit rate 1.2% among 330,000; AID 652105; active = max response of -50% or lower; inconclusive = between -30% and -50%; inactive = -30% or higher; note: value at the top dose of about 77 µM; % is set by controls: 0 for no effect and ±100 for the full control effect
# Target sequence (P48426 whole entry, looked up): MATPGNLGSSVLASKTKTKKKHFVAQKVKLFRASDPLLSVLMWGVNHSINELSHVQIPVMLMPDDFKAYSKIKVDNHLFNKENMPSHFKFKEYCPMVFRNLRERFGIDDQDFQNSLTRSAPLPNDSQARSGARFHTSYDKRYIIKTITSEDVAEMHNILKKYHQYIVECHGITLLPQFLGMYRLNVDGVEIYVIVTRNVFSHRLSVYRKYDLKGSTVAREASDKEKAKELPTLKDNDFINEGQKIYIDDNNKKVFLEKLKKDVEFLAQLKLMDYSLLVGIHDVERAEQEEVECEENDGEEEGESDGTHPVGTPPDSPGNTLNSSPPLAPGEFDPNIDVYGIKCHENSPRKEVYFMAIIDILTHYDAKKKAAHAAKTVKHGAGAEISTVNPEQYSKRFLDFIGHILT
#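 ADP-Glo luminescence end-point after a 60 min room-temperature kinase reaction. PI5P4Kalpha and substrate in HEPES pH 7.4 buffer with EGTA, 0.1% CHAPS and 5% DMSO; ATP at 5 microM final.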
# An asterisk follows results filed as active; u = inconclusive; x = not tested or not shown; & = joins results of further samples; [ ] = dose if it differs, or a comment. Unless noted, calls come from the whole dose curve; as a rule, active = well fitted curve in the direction sought with a large enough effect; inconclusive = small, poorly fitted or top-dose-only effect, or another doubt; inactive = no such curve, though single readings can be large; an effect the other way counts as inactive or inconclusive.
SMILES,PLK1 PBD inh,CCT chaperon mod,EPAC1 agonist,EPAC2 agonist,IL-2 act,WRN inhibitor,EPAC1 antagonist,PI5P4Ka inh
Cc1ccc2nc(-c3ccccc3)c(CN3CCOCC3)n2c1,-11.4%,-0.1,3.4%,7.7%,0.0,2.6%,-4.8%,1.9
CN(C(=O)c1cccc(NC(=O)Cc2ccc(NC(=O)C3CCCN(C(=O)C4CCCC4)C3)cc2)c1)C1CC1 (stereo not drawn),0.9%,-2.0,1.5%,-1.1%,0.1,-5.0%,-1.6%,-0.1
CCCS(=O)(=O)NC(=O)C1(C)CCCN(C(=O)c2ccc(OC)cc2OC)C1 (stereo not drawn),2.6%,-2.4,-3.2%,4.2%,-0.4,4.9%,6.6%,-5.8
Fc1ccc(NC(=S)Nc2cccc(Cl)c2)cc1,-23.4%,-0.7,6.8%,20.8%,-0.5,3.7%,-1.6%,-1.7
CCOC(=O)[C@H]1[C@H]2COc3ccccc3[C@@H]2N2C(=O)c3cc(F)ccc3NC(=O)[C@@]12C,-7.3%,-1.2,-21.9%,8.3%,1.5,-0.9%,0.1%,3.4
Cc1ccc(CN2C3CCCC2CC(NC(=O)c2ccc(C)cc2)C3)cc1 (stereo not drawn),0.4%,2.9,7.5%,5.7%,-0.3,-2.4%,-6.2%,-0.1
CN1CCN(C(=O)CCCOc2cc(=O)n(C)c3ccccc23)CC1,-6.3%,-3.3,4.3%,6.8%,0.5,6.1%,18.5%,x
CCOc1cccc(C(=O)Nc2ccc(NC(=O)c3cc4ccccc4o3)c(OC)c2)c1,-13.8%,-0.3,3.4%,0.8%,-0.2,-5.7%,-15.8%,-1.1
CCC(C)NC(=O)C1CCN(S(=O)(=O)c2cc([N+](=O)[O-])ccc2Cl)CC1 (stereo not drawn),-6.8%,1.3,-8.2%,9.9%,0.1,-4.5%,-13.0%,0.4
COC/C=C/C1=CC2=CC(=O)C(C)(OC(=O)c3cnc4ccccc4n3)C(=O)C2=CN1CCCCO (stereo not drawn),-8.7%,-2.5,3.7%,7.7%,1.0,0.3%,1.9%,-14.2
CCCCNC(=O)C1(C)CCN1C(=O)c1cc(-c2ccccc2)cs1 (stereo not drawn),0.3%,1.7,-5.2%,-3.2%,0.7,-1.7%[57.1 µM],19.7%,4.5
O=C1CSC(=Nc2cccc(Cl)c2Cl)N1,-17.4%,2.7,-5.9%,-8.3%,-3.5,0.5%,-2.9%,-1.5
CC(c1ccccc1)N1CCn2c(nc3cc(NC(=O)c4cccs4)ccc32)C1 (stereo not drawn),-14.6%,-4.8,8.7%,21.6%,-0.9,-16.0%[57.1 µM],-6.8%,x
CCOC(=O)c1cc(-c2ccccc2)sc1NC(=O)CC,21.2µM*,-0.6,6.9%,8.0%,1.5,-24.9%,2.3%,3.3
CCOC(=O)c1c(C)[nH]c(C(=O)COC(=O)CNC(=O)C2CCCCC2)c1C,-14.2%,-1.5,6.3%,9.5%,-2.5,4.9%,-4.1%,-2.6
Cc1cc(/C=N/Nc2ncnc(N)c2[N+](=O)[O-])c(C)n1-c1ccccc1,1.2%,-13.1,1.2%,-4.0%,-0.8,-4.4%,-13.1%,3.1
Cc1cccc(C(=O)NC(=S)N(C)C2CCCCC2)c1,-7.7%,-13.3,-4.3%,5.1%,-1.9,-12.0%,-23.0%,-8.1
CCCN1CCN(CCCNC(=O)CCn2nc(-c3ccccc3)ccc2=O)CC1,-8.9%,-1.4,4.0%,-1.0%,-1.7,-0.8%,0.7%,-1.5
O=C(COC(=O)/C=C/c1ccc(S(=O)(=O)N2CCc3ccccc32)cc1)NC1CCS(=O)(=O)C1 (stereo not drawn),-10.3%,0.9,5.9%,12.8%,-0.8,-24.7%,-12.0%,0.4
CCOC(=O)C1CN(S(=O)(=O)c2ccc(F)cc2)C1,-18.9%,-1.1,12.9%,11.0%,0.2,2.5%,-1.3%,x
COc1ccc(NC(=O)C2CC2)cc1S(=O)(=O)N1CCOCC1,-2.6%,3.1,-6.6%,10.4%,-0.6,0.9%,-9.0%,-10.1
O=C(CCCCCN1C(=O)c2cccc3cccc(c23)C1=O)NCc1cccnc1,-6.3%,0.3,3.6%,8.7%,0.0,-0.4%,13.7%,-6.2
Cc1ccccc1Cn1c(=O)n(Cc2ccco2)c(=O)c2ccccc21,-13.0%,-0.4,0.5%,9.3%,0.1,6.7%,-10.8%,4.3
COc1ccc(OCc2nc(-c3ccc(F)c(F)c3)cs2)cc1,0.4%,0.4,5.3%,6.9%,-0.3,-9.3%,-11.4%,15.7
C[C@]12C=CC(=O)C=C1CC[C@@H]1[C@@H]2C(=O)C[C@@]2(C)[C@H]1CC[C@]2(O)C(=O)CO,-3.3%&-7.7%,0.5&-1.6,-6.3%&-12.1%,5.4%&4.0%,-0.4&0.3,-11.5%&-2.9%,-11.3%&6.8%,3.4&3.4

# Other structures:
SMILES,PLK1 PBD inh,CCT chaperon mod,EPAC1 agonist,EPAC2 agonist,IL-2 act,WRN inhibitor,EPAC1 antagonist,PI5P4Ka inh
CCOc1ccc(-n2c(C)cc(/C=N/NC(=O)C(N)=O)c2C)cc1,-9.1%,-1.0,10.1%,0.3%,0.3,-6.1%,1.4%,3.5
CCSc1nnc(NC(=O)c2ccccn2)s1,-2.7%,-10.1,-4.2%,-9.1%,-3.7,0.6%,6.6%,-20.8
Brc1cccc(OCCn2ccnc2)c1,u,0.0,2.6%,8.8%,-0.4,-8.1%,13.5%,-2.1
COc1ccc(OCC(O)CNCCNc2nccc(C(F)(F)F)n2)cc1 (stereo not drawn),-0.9%,-2.1,4.4%,4.6%,1.3,-21.5%,12.9%,13.5
COC(=O)c1cccc(NC(=O)CCc2c(C)noc2C)c1,-7.9%,1.5,3.9%,2.8%,-0.1,2.8%,-12.9%,8.8
O=C(NCCc1ccccc1)C1CCC(=O)N1C1CCCC1 (stereo not drawn),6.4%,-0.4,-0.9%,7.2%,-3.8,3.0%,8.1%,-3.7
COc1cccc(NC(=O)C2(S(=O)(=O)c3ccc(Cl)cc3)CC2)c1,-2.0%,-1.3,8.0%,6.6%,-2.2,-6.6%,-9.8%,-3.4
COc1ccc(C2C3=C(CCCC3=O)Nc3nc(SCc4ccccc4)nn32)cc1OC (stereo not drawn),3.0%,-30.6*,6.4%,-6.4%,2.2,0.5%,7.6%,-3.6
N#C/C(=N\Nc1ccc(Cl)cc1)C(=O)c1ccccc1,u,1.6,-16.7%,-7.6%,-0.8,u,-11.8%,-4.8
O=C(C[C@H]1C[C@H](C(=O)N2CCOCC2)[C@@]2(CCC3CCCC3)c3[nH]c4cc(-c5ccco5)ccc4c3CCN2C1=O)NCCCn1ccnc1,-16.2%,2.0,-3.0%,-3.1%,-0.6,-8.9%,-10.8%,1.5
CC(C)N(Cc1ccccc1)C(=O)CN1C(=O)NC2(CCCc3ccccc32)C1=O (stereo not drawn),-14.2%,2.6,0.5%,8.6%,-0.7,17.5%,-28.5%,-0.3
COc1ccc(CC(=O)NCC2(N3CCCCC3)CCCCC2)cc1,-15.6%,-2.5,3.3%,7.7%,0.8,-5.6%,9.4%,-3.5
Nc1cc(-c2ccc(OC(F)(F)F)cc2)nn1-c1ccc(Cl)c(Cl)c1,2.5%,1.3,-19.8%,-9.5%,-5.1,-11.6%,-23.5%,28.3
O=C(COc1ccc(-n2cnnn2)cc1)Nc1ccc(F)c(F)c1,4.9%,-3.2,-0.4%,6.7%,-4.0,-7.0%,9.5%,-11.0
CN(CC(=O)NCc1ccc(Cl)cc1)S(=O)(=O)c1cccc2cccnc12,u,-0.2,-5.1%,-1.4%,2.8,0.0%,-1.4%,0.5
Cc1ccc(S(=O)(=O)NC(=O)C2(C)CCN2C(=O)c2ccccc2)nc1 (stereo not drawn),-9.7%,-0.4,6.2%,6.7%,-0.2,-2.2%,-16.4%,5.8
Cc1csc(=O)n1CCC(=O)OC(C)C(=O)Nc1ccc(N2CCOCC2)cc1 (stereo not drawn),-6.7%,-2.7,7.6%,6.0%,-0.2,-3.1%,18.3%,0.2
CC1CCCCN1C(=O)c1ccc(C(=O)c2ccccc2)cc1 (stereo not drawn),2.5%,0.7,-3.7%,1.6%,-0.3,-0.3%,-1.9%,1.3
COc1ccc(N(C(=O)c2ccncc2)S(=O)(=O)c2cccs2)cc1,u,-3.0,8.5%,-3.0%,-0.1,2.8%,-7.0%,3.2
CCOC(=O)CCNC(=O)N1CCC(CCOc2ccccc2)(C(=O)OCC)CC1,-4.9%,1.5,-2.0%,4.2%,-1.1,0.2%,-4.2%,0.1
CS(=O)(=O)N1CCC(C(=O)Nc2ccc(Oc3ccccc3)cc2)CC1,-7.3%,1.6,4.0%,-2.7%,1.7,-25.3%,-2.4%,x
CC12C(=O)N(c3ccc(OC(=O)c4ccco4)cc3)C(=O)C1C1c3ccccc3C2c2ccccc21 (stereo not drawn),-3.0%,-1.1,0.7%,7.2%,-0.9,-14.5%,7.4%,8.9
CC(C)CC(=O)Nc1ccc2c(c1)oc1ccccc12,1.5%,-40.3*,-0.3%,7.2%,-1.6,-3.1%,-0.1%,3.0

# Ordered by value in PI5P4Ka inh (high to low): some entries from above
Compound	PI5P4Ka inh
CC12C(=O)N(c3ccc(OC(=O)c4ccco4)cc3)C(=O)C1C1c3ccccc3C2c2ccccc21 (stereo not drawn)	8.9
COc1ccc(C2C3=C(CCCC3=O)Nc3nc(SCc4ccccc4)nn32)cc1OC (stereo not drawn)	-3.6
O=C(COc1ccc(-n2cnnn2)cc1)Nc1ccc(F)c(F)c1	-11.0

# In the list so far, these contain a CF3 group:
SMILES,PLK1 PBD inh,CCT chaperon mod,EPAC1 agonist,EPAC2 agonist,IL-2 act,WRN inhibitor,EPAC1 antagonist,PI5P4Ka inh
COc1ccc(OCC(O)CNCCNc2nccc(C(F)(F)F)n2)cc1 (stereo not drawn),-0.9%,-2.1,4.4%,4.6%,1.3,-21.5%,12.9%,13.5
Nc1cc(-c2ccc(OC(F)(F)F)cc2)nn1-c1ccc(Cl)c(Cl)c1,2.5%,1.3,-19.8%,-9.5%,-5.1,-11.6%,-23.5%,28.3

# Full records from above. Order of values: PLK1 PBD inh | CCT chaperon mod | EPAC1 agonist | EPAC2 agonist | IL-2 act | WRN inhibitor | EPAC1 antagonist | PI5P4Ka inh
# CN(CC(=O)NCc1ccc(Cl)cc1)S(=O)(=O)c1cccc2cccnc12 as listed: u | -0.2 | -5.1% | -1.4% | 2.8 | 0.0% | -1.4% | 0.5
# O=C(COC(=O)/C=C/c1ccc(S(=O)(=O)N2CCc3ccccc32)cc1)NC1CCS(=O)(=O)C1 (stereo not drawn) as listed: -10.3% | 0.9 | 5.9% | 12.8% | -0.8 | -24.7% | -12.0% | 0.4

# This is a subset; rates above refer to the full screens.
